Mac1 fbg inh: CD11b/CD18-fibrinogen binding inhibition. K562 CD11b/CD18 adhesion to fibrinogen, ATPlite luminescence; Mn2+ added to activate the integrin. inhibition, % at 10 µM. 93,000 compounds, 0.54% hits. AID 1497;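 active = primary inhibition of 50% or more at 10 µM, then 40% or more on retest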; note: some results filed as inactive read as strong as hits
Fibroblast inh: blocks proliferation of human lung fibroblasts | viability, % at 10 µM | 85,000 compounds, 1.1% hits | LL 47 human lung fibroblast viability, ATP luminescence; hits give low values | AID 719;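 active = viability at or below 50% in the single dose screen; inactive = viability above 50%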;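 note: compound exposure lasted 72 h before the ATP readout; 100% = median luminescence of untreated cell-only wells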
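Material: Human LL 47 lung fibroblast cells | Input: 1,150 cells/well | Buffer or medium: IMEM plus 15% FBS | Compound dosing: 0.1% DMSO in all compound wells | Times: Overnight cell rest, 72 h compound treatment at 37 °C | Signal: CellTiter-Glo luminescence measuring cellular ATP | Measure: % viability versus median cells-only luminescence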
CYP2C19 activ: increases human CYP2C19 enzyme activity | 96,000 tested, under 10 active | AID 1025 | activation factor at 5 µM | P33261 | recombinant CYP2C19, luciferin-H EGE luminescence; hits give high values; 0 = fully inhibited enzyme, 1 = untreated enzyme;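 active = activation factor of at least 2 at 5 µM in the primary screen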;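 note: 0 = wells with 2.5 mM tranylcypromine and 1 = vehicle-only wells; values of inactives mirror those of a sister screen read the other way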
Target sequence (P33261 whole entry, looked up): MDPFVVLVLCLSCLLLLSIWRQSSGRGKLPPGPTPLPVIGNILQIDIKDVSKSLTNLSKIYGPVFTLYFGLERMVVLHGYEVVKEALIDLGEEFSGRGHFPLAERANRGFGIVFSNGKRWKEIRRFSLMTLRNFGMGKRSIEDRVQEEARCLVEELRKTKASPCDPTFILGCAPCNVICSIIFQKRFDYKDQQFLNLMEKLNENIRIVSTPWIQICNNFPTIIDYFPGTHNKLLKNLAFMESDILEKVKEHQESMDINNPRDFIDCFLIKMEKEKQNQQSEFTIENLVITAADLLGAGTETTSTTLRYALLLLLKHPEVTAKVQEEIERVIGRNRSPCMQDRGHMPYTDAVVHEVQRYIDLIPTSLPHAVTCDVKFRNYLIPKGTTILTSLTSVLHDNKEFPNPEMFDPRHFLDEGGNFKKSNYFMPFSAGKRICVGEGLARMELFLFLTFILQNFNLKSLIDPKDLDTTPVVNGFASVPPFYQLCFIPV
ERa coact pot: enhances coactivator binding to human estrogen receptor alpha. AID 639. 86,000 compounds, 1.3% hits. P03372. TR-FRET ERalpha-LBD/SRC-Cy5 coactivator binding, 2 h; 100 = basal binding, no effect. coactivator binding (% of control), % at 25.6 µM; in the data active = activity above about 200%;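 note: binding measured in presence of low estradiol as agonist stimulus; 0% = peptide alone without receptor and 100% = receptor with peptide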
Target sequence (P03372 whole entry, looked up, the tested form may be a part): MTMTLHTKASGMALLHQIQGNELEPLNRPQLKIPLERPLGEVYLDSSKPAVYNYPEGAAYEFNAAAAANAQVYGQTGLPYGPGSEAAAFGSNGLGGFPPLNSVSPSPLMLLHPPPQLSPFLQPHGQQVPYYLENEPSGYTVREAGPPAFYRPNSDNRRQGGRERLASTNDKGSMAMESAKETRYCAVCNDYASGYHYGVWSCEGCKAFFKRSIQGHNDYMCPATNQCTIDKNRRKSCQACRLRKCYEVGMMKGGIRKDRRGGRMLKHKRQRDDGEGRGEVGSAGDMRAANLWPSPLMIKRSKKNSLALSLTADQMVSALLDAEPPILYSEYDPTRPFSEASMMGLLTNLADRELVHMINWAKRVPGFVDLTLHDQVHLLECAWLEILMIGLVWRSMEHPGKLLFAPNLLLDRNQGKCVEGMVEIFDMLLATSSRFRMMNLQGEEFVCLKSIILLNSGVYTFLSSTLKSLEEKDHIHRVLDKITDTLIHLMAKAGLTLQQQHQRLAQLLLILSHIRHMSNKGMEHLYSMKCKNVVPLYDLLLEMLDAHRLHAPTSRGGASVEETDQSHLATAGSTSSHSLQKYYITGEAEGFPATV
ERa SRC1 inh: blocks coactivator binding to human estrogen receptor alpha | TR-FRET ER-alpha LBD / SRC-1 peptide, estradiol-bound | inhibition, % at 25.6 µM | 86,000 compounds, 1.7% hits; in the data active = inhibition above about 50%;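 note: 0% = receptor plus peptide control and 100% = peptide only without receptor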
HUVEC inhibit: human endothelial cell proliferation inhibition; AID 648; 86,000 compounds, 1.1% hits; viability, % at 10 µM (by protocol); HUVEC proliferation, CellTiter-Glo luminescence, 72 h; hits give low values;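 active = viability at or below 30%; inactive = viability above 30%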;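 note: 100% = median luminescence of DMSO-only cell control wells on each plate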
CYP2C19 inh: human CYP2C19 inhibition | P33261 | inhibition, % at 5 µM | CYP2C19 Supersomes, luciferin-H EGE luminescence, 30 min | AID 778 | 96,000 compounds, 21% hits;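 active = CYP2C19 inhibition above a set limit at 5 µM in the primary screen, cut at about 50% in these data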;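 note: plate controls were negative control wells for no effect and 2.5 mM tranylcypromine positive control for full effect; values of inactives mirror those of a sister screen read the other way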
CD11b adhes enh: CD11b/CD18-fibrinogen binding enhancement. P05107+P11215. K562 CD11b/CD18 adhesion to fibrinogen, ATPlite luminescence. activation, % at 10 µM. 93,000 compounds, 0.07% hits;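 active = 10 µM primary screen giving 50% or more activity, confirmed by 40% or more on retest at that dose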; note: strong numbers were not always called active
H69AR growth 86K: growth inhibitors of human H69AR lung tumor cells | 85,000 compounds, 6% hits | viability, % at 10 µM | H69AR lung tumor viability, ATP luminescence, 72 h; hits give low values;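 active = viability at or below 40%; inactive = viability above 40%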;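 note: multidrug resistant small cell line overexpressing MRP-1 efflux transporter; 100% = mean luminescence of untreated control wells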
Active calls of the source: *; . = no result given; [ ] = remark or other dose. Random draw from the library. Share with any hit: about 26%.

SMILES	Mac1 fbg inh	Fibroblast inh	CYP2C19 activ	ERa coact pot	ERa SRC1 inh	HUVEC inhibit	CYP2C19 inh	CD11b adhes enh	H69AR growth 86K
CCN(CC)CCNC(=O)Cc1c(C(=O)O)n(CC)c2ccccc12	-16.4	95.5	1	118.3	4.9	88.1	0.1	-0.4	99.8
O=C(Cc1ccc(Br)cc1)NC1CCCCC1	-0.9	99.6	0.8	91.4	-6.3	102.2	23.2	-1.0	100.8
C=CCn1c(N)c(C(=O)OCC)sc1=S	.	101.0	0.9	95.6	-6.0	84.6	9.7	.	110.9
O=C(CCn1nc(-c2ccc(Cl)cc2)ccc1=O)N1CCN(c2ccccn2)CC1	-27.2	100.6	0.7	111.2	-6.0	86.0	31.7	1.8	83.0
Cc1ccc(Oc2ncccc2/C=N/OCc2ccc(Cl)c(Cl)c2)cc1	-4.0	.	1.2	.	.	.	-15.4	-0.7	.
Cc1ccc(Oc2cc(C)nc(-c3ccccc3O)n2)cc1	0.5	96.6	0.2	112.2	2.2	115.9	76.3*	-1.2	68.7
O=C(O)c1cn(-c2ccccc2)nc1-c1cccnc1	-42.9	109.0	1.1	123.6	-3.0	98.2	-7.7	2.1	100.6
CCC(Oc1ccc(C)c(C)c1)C(=O)O (stereo not drawn)	-22.9	103.5	1.1	106.9	-9.4	97.2	-14.7	1.9	92.8
O=C(CCC(=O)N1CCCc2ccccc21)N1CCN(S(=O)(=O)c2ccccc2)CC1	-20.2	103.0	1.1	86.8[fluorescence artefact?]	-4.8	91.9	-7.1	-3.2	90.2
COc1ccccc1NC(=O)CN1CCN(c2ccc(Cl)cc2)CC1	.	101.0	0.6	96.2	1.1[fluorescence artefact?]	105.2	41.3	.	87.1
Cc1ccc(-c2nc3ccccc3o2)cc1NC(=O)c1ccc2c(c1)OCO2	-36.7	104.2	0.5	265.8*	31.2[fluorescence artefact?]	86.2	49.7	149.4	87.1
Cc1c(C(=O)OCCOC(C)C)[nH]c2c1C(=O)CC(C)(C)C2	-7.9	97.1	0.4	88.2[fluorescence artefact?]	-11.3	95.6	58.2*	3.2	95.3
COc1ccc(C(=O)c2c(C(F)(F)F)oc3c2C(=O)c2ccccc2C3=O)cc1OC	11.5	2.4*	0.3	77.5[fluorescence artefact?]	0.4	4.7*	66.9*	-4.7	1.6*
Cn1c(=O)c2c(ncn2CC(=O)N2CCN(c3ccccc3F)CC2)n(C)c1=O	-5.6	97.0	1.2	120.9[fluorescence artefact?]	-2.6	97.3	-17.2	1.5	103.4
O=C(CCC1CCCC1)NCc1ccccn1	8.6	103.7	0.6	98.1[fluorescence artefact?]	12.2	101.8	39.3	3.0	100.2

Quoted at random: six entries already listed, in no set order.
SMILES	Mac1 fbg inh	Fibroblast inh	CYP2C19 activ	ERa coact pot	ERa SRC1 inh	HUVEC inhibit	CYP2C19 inh	CD11b adhes enh	H69AR growth 86K
Cc1ccc(-c2nc3ccccc3o2)cc1NC(=O)c1ccc2c(c1)OCO2	-36.7	104.2	0.5	265.8*	31.2[fluorescence artefact?]	86.2	49.7	149.4	87.1
O=C(Cc1ccc(Br)cc1)NC1CCCCC1	-0.9	99.6	0.8	91.4	-6.3	102.2	23.2	-1.0	100.8
Cn1c(=O)c2c(ncn2CC(=O)N2CCN(c3ccccc3F)CC2)n(C)c1=O	-5.6	97.0	1.2	120.9[fluorescence artefact?]	-2.6	97.3	-17.2	1.5	103.4
COc1ccccc1NC(=O)CN1CCN(c2ccc(Cl)cc2)CC1	.	101.0	0.6	96.2	1.1[fluorescence artefact?]	105.2	41.3	.	87.1
O=C(CCC1CCCC1)NCc1ccccn1	8.6	103.7	0.6	98.1[fluorescence artefact?]	12.2	101.8	39.3	3.0	100.2
C=CCn1c(N)c(C(=O)OCC)sc1=S	.	101.0	0.9	95.6	-6.0	84.6	9.7	.	110.9

(list continues)
SMILES	Mac1 fbg inh	Fibroblast inh	CYP2C19 activ	ERa coact pot	ERa SRC1 inh	HUVEC inhibit	CYP2C19 inh	CD11b adhes enh	H69AR growth 86K
Cc1ccccc1NC(=O)CCSc1nnnn1-c1ccccc1	.	93.0	.	117.8	1.6	92.2	.	.	100.2
CCOC(=O)c1cnc(-n2nc(C)cc2C)nc1Nc1ccccc1OC	-15.0	.	1.1	.	.	.	-5.0	-1.9	.
Cc1nn(C)cc1CNC(=O)Nc1ccc(Cl)c(Cl)c1	-23.7	98.2	0.6	107.1	0.0	79.8	40.9	-1.5	101.1
Nc1ccc(N2CCCCC2)cc1N1CCCCC1	2.0	.	0.6	.	.	.	35.2	-7.8	.
Cc1cc(C(=O)Nc2ccc3c(c2)OCCO3)c(C)o1	-17.6	99.0	0.8	119.4	-8.1[fluorescence artefact?]	80.2	23.2	1.1	82.8
O=C(O)c1ccccc1OCCOc1ccccc1	-24.3	105.8	0.8	108.4	6.5	100.1	17.8	1.3	94.6
Brc1ccccc1Cn1c(-c2cncs2)nc2ccccc21	4.7	92.8	0.5	155.3	-2.4	92.5	48.8	-0.7	99.6
O=C(Nc1ccc(NC(=O)c2ccco2)cc1)c1cnccn1	8.6	.	0.7	114.4	1.9	99.2	27.4	-6.5	60.6
CCCCn1cc(C(=O)c2cc(Br)ccc2O)cc(C#N)c1=O	.	101.2	0.2	84.5	2.1	74.4	77.9*	.	95.3
CCOc1ccccc1C(=O)NC(CO)C(=O)O (stereo not drawn)	2.5	108.1	1	116.5[fluorescence artefact?]	0.4[fluorescence artefact?]	98.4	-4.8	-4.3	99.9
O=C(NC1CCS(=O)(=O)C1)c1ccc(S(=O)(=O)NCC2CCCO2)cc1 (stereo not drawn)	-29.4	89.2	1	96.1	-9.4[fluorescence artefact?]	99.8	-2.2	-1.2	92.9
O=C(CC(NS(=O)(=O)c1ccc(Cl)cc1)c1ccco1)N1CCc2ccccc21 (stereo not drawn)	3.8	91.9	0.9	90.0	-3.0	89.2	12.3	-3.3	95.4
CC(=O)c1ccc(N2CCN(C(=O)C3CCCN(S(=O)(=O)c4cnc[nH]4)C3)CC2)cc1 (stereo not drawn)	-10.1	95.7	0.9	125.1	-3.2[fluorescence artefact?]	88.0	12.2	-3.2	88.8
O=C(CN1C(=O)COc2ccccc21)NCc1ccccn1	-4.0	94.3	1	101.3	10.3	99.5	1.1	-3.1	102.1
Cc1ccc(CC2CC(=O)N(c3nc4ccccc4n3C)C2=O)cc1 (stereo not drawn)	11.7	98.0	0.9	109.1	-5.6	96.8	7.8	-4.4	91.1
CCCc1cc(-c2ccc(O)c(OCC)c2)c(C#N)c(N)n1	-7.0	91.5	0.1	113.0	10.1	87.1	90.2*	3.1	48.2
CC(C)c1nc2sc3c(NCc4ccco4)ncnc3c2c2c1COC(C)(C)C2	-0.4	70.3	1	138.1	53.8*[fluorescence artefact?]	52.3	2.7	-1.2	91.6
CC(=O)Nc1cccc(C(=O)Oc2cccc(C)c2)c1O	-0.2	.	1.2	.	.	.	-15.3	0.1	.
CCCCn1c(SCc2nnc(-c3ccccc3)o2)nc2c1c(=O)n(C)c(=O)n2C	33.3	99.1	0.4	116.9	6.4	84.3	64.0*	-2.3	80.3
Cc1nc2ccccc2n1CC(=O)NCCN1CCOCC1	.	96.7	.	105.4[fluorescence artefact?]	-16.1	95.6	.	.	102.4
CCN1CCN(c2ncc3c(n2)CC(c2ccc(OC)c(OC)c2)CC3=O)CC1 (stereo not drawn)	8.7	73.9	1	101.6[fluorescence artefact?]	1.4	81.5	-1.4	-2.3	19.0*
CC(C)NC(=O)Cn1nc(C(F)(F)F)c2c1CCC2	.	95.4	.	112.4	-11.5	90.6	.	.	94.4
O=C(COc1ccc(S(=O)(=O)NC2CCCCC2)cc1)NC1CCCCC1	.	98.8	.	98.1[fluorescence artefact?]	-5.9	98.4	.	.	89.9
CC(Nc1ccc(Br)cn1)c1cc(Cl)ccc1O (stereo not drawn)	-10.4	79.5	0.2	60.2	6.3	65.3	82.0*	-0.9	53.5
CCCOc1ccc2c3c(c(=O)oc2c1OCCC)CCCC3	6.6	93.4	0.7	76.0	-1.8	93.7	29.5	5.8	75.6
CCOC(=O)c1ccc(S(=O)(=O)N2CCN(C)CC2)cc1	-10.1	103.3	1	98.8[fluorescence artefact?]	-8.8	103.0	1.7	6.5	87.9
COc1ccccc1N(CC(=O)Nc1ccc2c(c1)OCO2)S(=O)(=O)c1ccccc1	-12.0	102.7	0.2	103.1	-1.9	102.8	80.2*	0.2	79.5
COc1ccc(-c2cc(=O)c3ccccc3s2)cc1	7.9	86.7	0.6	103.2	4.2	104.8	38.9	-1.5	63.0
CCOC(=O)N1CCN(C(=O)C2CC(c3cc(OC)ccc3OC)=NO2)CC1 (stereo not drawn)	2.3	106.2	1.1	127.2	1.3	104.6	-9.3	-0.5	73.3
Cc1nc(Nc2ccccc2)[nH]c(=O)c1CCC(C)C	-5.9	78.2	0.8	89.9	-8.4	84.1	20.3	15.6	95.3
CNc1cnn(-c2ccccc2)c(=O)c1Cl	-6.9	.	1	.	.	.	-2.1	-2.5	.
COc1cccc(C2=NOC(C(=O)NC(C)(C)C)C2)c1 (stereo not drawn)	-12.1	90.3	0.7	122.4	-5.4	90.0	27.9	-3.5	98.4
COc1ccc(-c2nn(-c3ccccc3)cc2C(=O)Nc2nccs2)cc1	7.0	102.8	0.7	112.0	1.6	74.8	30.0	15.2	22.6*
COc1cccc(C(=O)N/N=C(/c2ccccc2)c2ccccn2)c1	-3.0	.	0.8	.	.	.	15.7	-2.8	.
CC(C)(C)c1ccc(S(=O)(=O)NCC(=O)Nc2ccc(-c3nc4ccccc4s3)cc2)cc1	58.2	.	0.8	.	.	.	15.7	-1.4	.
CC(C)OC(=O)c1c(NS(=O)(=O)c2ccccc2)sc2c1CCCC2	.	115.0	.	80.4	-7.0	63.2	.	.	92.2
CCOc1ccc(N(CC)C(=O)COc2cc(=O)n(C)c3ccccc23)cc1	-12.1	92.3	0.8	128.2[fluorescence artefact?]	-0.8	80.7	22.6	1.8	78.2
CNc1nc(SCc2ccccc2Cl)nc2c1CCCC2	16.8	.	0	.	.	.	97.5*	-2.9	.
CC1CC1C(=O)Nc1nc(-c2ccccc2)cs1 (stereo not drawn)	-17.0	91.8	0.8	117.3[fluorescence artefact?]	7.5[fluorescence artefact?]	84.4	15.9	0.2	98.8
COc1ccc(S(=O)(=O)N2CCCC2C(=O)Nc2nc3c(s2)CCCC3)cc1 (stereo not drawn)	5.0	91.6	0.6	95.7	11.9	110.1	39.8	-4.7	88.4
Cc1ccc(S(=O)(=O)CC(=O)Nc2ccc(S(=O)(=O)Nc3onc(C)c3C)cc2)cc1	-26.7	99.4	1.1	120.8	1.9	95.6	-6.2	3.6	95.3
CC(C)/C=C1\CCCCC1N(C)C(=O)NC(C)C (stereo not drawn)	-0.5	102.2	0.4	85.5	-2.4	101.7	58.5*	0.4	100.6
NC(=O)C1CCN(C(c2ccccc2)c2nnnn2C2CCCC2)CC1 (stereo not drawn)	.	92.3	.	121.8[fluorescence artefact?]	-3.8	95.9	.	.	79.8
COC(=O)C1CSc2[nH]c(=O)sc2C1c1ccc(OC)c(OC)c1 (stereo not drawn)	.	108.5	0.8	91.8	7.5	96.9	15.1	.	81.8
CC(=O)Nc1ccc(S(=O)(=O)N2CCN(C(=O)c3ccccc3F)CC2)cc1	.	104.9	.	110.5[fluorescence artefact?]	-5.2	93.5	.	.	85.2
